# PglD DTNB – C. jejuni PglD acetyltransferase inhibitors, primary screen, biochemical, DTNB colorimetric, single point; UDP-N-acetylbacillosamine N-acetyltransferase PglD (Campylobacter jejuni); 360,000 tested, 0.098% active; inhibition, % at 12.5 µM; purified PglD enzyme, DTNB colorimetric CoA detection; AID 602405, 2012; in the data active means inhibition above about 16%, passing the limit was not always enough; inconclusive means no clear call, values can overlap the other calls; further: strong numbers were not always called active
# E-selectin induc – E-selectin induction in HUVECs, primary screen, imaging, HUVEC, immunofluorescence imaging, single point. P16581. normalized: neutral wells 0, TNF-alpha wells 100. activation, % at 7.58 µM. 260,000 tested, 0.37% active;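 active means mean E-selectin-positive cell signal at least 10% of the positive control, reached in at least 60% of replicates, without over 20% cell loss; inconclusive means no rule given, readout overlaps actives, possibly toxicity-flagged; inactive means the rest, including those meeting only one limit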;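 further: in these data hits start at about 27%; measured in HUVEC primary endothelial cells; signal is the percent of cells scored E-selectin positive by PE staining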
# Target sequence (P16581 whole entry, looked up): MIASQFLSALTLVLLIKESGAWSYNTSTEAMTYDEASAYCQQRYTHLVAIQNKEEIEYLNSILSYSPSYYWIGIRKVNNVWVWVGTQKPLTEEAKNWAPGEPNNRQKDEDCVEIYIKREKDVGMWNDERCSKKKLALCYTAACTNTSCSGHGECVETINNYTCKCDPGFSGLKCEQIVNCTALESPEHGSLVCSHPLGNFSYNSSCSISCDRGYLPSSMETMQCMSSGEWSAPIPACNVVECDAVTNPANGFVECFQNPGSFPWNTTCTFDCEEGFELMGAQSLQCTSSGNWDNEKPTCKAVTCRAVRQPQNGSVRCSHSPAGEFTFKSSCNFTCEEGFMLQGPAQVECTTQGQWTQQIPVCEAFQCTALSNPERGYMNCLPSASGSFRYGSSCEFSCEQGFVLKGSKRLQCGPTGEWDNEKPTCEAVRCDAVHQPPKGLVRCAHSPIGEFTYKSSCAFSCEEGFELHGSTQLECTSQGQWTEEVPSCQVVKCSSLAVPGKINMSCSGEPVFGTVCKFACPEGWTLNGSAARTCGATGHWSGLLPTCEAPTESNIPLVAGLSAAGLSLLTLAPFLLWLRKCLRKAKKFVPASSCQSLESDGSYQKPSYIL
#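 System: HUVEC / Compound: single concentration / Signal: immunofluorescence imaging / Read-out: percent E-selectin-positive cells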
# ERp5 block – inhibitors of ERp5-driven insulin aggregation, primary screen, biochemical, turbidity, absorbance 650 nm, single point. AID 651711, 2012. 350,000 tested, 0.05% active. inhibition, % at 9.99 µM. 90 min. Protein disulfide-isomerase A6 (Homo sapiens), Q15084;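 active means mean replicate inhibition above about 25%, with every replicate also reaching it, limit read from the data, passing the limit was not always enough; inconclusive means only one of those two criteria met; inactive means neither criterion met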
# RAD54 inh – inhibitors of human RAD54 branch migration, primary screen, biochemical, fluorescence, single point; AID 602329, 2012; 360,000 tested, 0.14% active; DNA repair and recombination protein RAD54-like (Homo sapiens), Q92698; RAD54 Holliday junction branch migration, FAM/BHQ fluorescence; inhibition, % at 10.4 µM;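 active means mean normalized replicate activity at least 40 and at least half of replicates scoring 40 or more; inconclusive means only one of the two criteria met; inactive means mean below 40 and under half of replicates reaching 40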;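 further: 0% = median of neutral control wells and 100% = median of positive control wells; inhibitors cause a drop in the FAM fluorescence signal; in these data hits start at about 50%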
# RAD52 inh – RAD52 DNA annealing inhibitors, primary screen, biochemical, FRET, single point, set 2. DNA repair protein RAD52 homolog (Homo sapiens), P43351. recombinant RAD52 DNA annealing, FRET fluorescence. inhibition, % at 18.7 µM. 360,000 tested, 0.46% active;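 active means every replicate showing at least 50% inhibition; inconclusive means mean inhibition at least 50% but not in every replicate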
# ARNT TACC3 PPI – disruptors of ARNT/TACC3 protein interaction, primary screen, biochemical, AlphaScreen, single concentration. Transforming acidic coiled-coil-containing protein 3 (Homo sapiens), Q9Y6A5. AlphaScreen His-ARNT PAS-B/GST-TACC3 binding, luminescence; TACC3 fragment carries E629A point mutation. inhibition, % at 9.99 µM. 390,000 tested, 0.66% active;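 active means mean inhibition of replicates at least 50% and at least half of replicates each reaching 50%; inconclusive means half or more replicates reach 50% but mean below 50%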;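 further: 0% = complete ARNT plus TACC3 wells and 100% = ARNT alone without TACC3; many hits fall short of the cut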
# CASP6 VEID inh – human caspase-6 inhibitors, primary screen, biochemical, VEID-R110 fluorescence, single point, set 2 | P55212 | purified caspase-6, Z-VEID-R110 cleavage fluorescence | inhibition, % at 12.5 µM | 350,000 tested, 0.53% active | AID 686996, 2013;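 active means mean inhibition across replicates at least about 35%, with every replicate also reaching that limit, limit read from the data; inconclusive means only one of the two criteria met; inactive means neither criterion met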;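 further: 0% = median of neutral control wells and 100% = no fluorescence left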
# Target sequence (P55212 24-179 limits assumed): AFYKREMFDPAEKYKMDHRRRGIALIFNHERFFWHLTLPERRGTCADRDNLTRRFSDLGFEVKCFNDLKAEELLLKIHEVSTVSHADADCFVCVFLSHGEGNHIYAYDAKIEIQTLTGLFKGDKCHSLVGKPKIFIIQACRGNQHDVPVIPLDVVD
# Target sequence (P55212 194-293 limits assumed): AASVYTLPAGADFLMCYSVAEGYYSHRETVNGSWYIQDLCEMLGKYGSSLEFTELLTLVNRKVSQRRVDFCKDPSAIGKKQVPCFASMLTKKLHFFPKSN
# esBAF inh – Bmi1 luciferase reporter increase in mESCs, primary screen, esBAF inhibitor project, mouse ES cells, Bmi1 luciferase knock-in, single point. reporter increase, % at 12.5 µM. 350,000 tested, 2% active. 24 h; 100% = twice the neutral-well signal; in the data active means activation above about 40%; inconclusive means no clear call, values can overlap the other calls;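 further: 0% = median of the plate's neutral control wells and 100% = double that signal; a rise in the Bmi1 reporter signal indicates esBAF inhibition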
# An asterisk follows results filed as active; ? = inconclusive; nt = not tested or not shown. Rows are unselected; 3.2% or so of the library scored in one or more.
SMILES,PglD DTNB,E-selectin induc,ERp5 block,RAD54 inh,RAD52 inh,ARNT TACC3 PPI,CASP6 VEID inh,esBAF inh
C[C@@H]1CN([C@H](C)CO)C(=O)c2cccc(NS(=O)(=O)c3ccccc3)c2O[C@@H]1CN(C)CC1CC1,-4,-10,1,-2,6,-10,2,-4
O=C(COC(=O)c1ccc(O)cc1)NC1CCCC1,9,nt,-11,-3,1,15,2,4
CCS(=O)(=O)N1CCCC(c2nc(-c3cccc(OC)c3)no2)C1 (centres undefined),nt,nt,0,nt,-1,1,1,67*
O=C(CSc1ccc2c(c1)OCCO2)Nc1ccc(N2CCOCC2)cc1,nt,-1.4,-9,nt,-11,23,-2,nt
CCOc1cc(C(=O)Nc2ccccc2N2CCN(S(C)(=O)=O)CC2)cc(OCC)c1OCC,1,nt,nt,-7,nt,-1,nt,-1
Cc1ccc(CNC(=O)CNC(=S)N(Cc2ccccc2)Cc2cccnc2)cc1,1,0.7,2,9,-3,3,4,1
O=C(CSc1ccc(F)cc1)NCCSc1ccccc1,nt,nt,-9,nt,-6,-5,-2,nt
O=C(CSc1n[nH]c(-c2ccccc2)n1)NC(=O)NCc1ccco1,-1,nt,0,-4,-22,0,13,5
C[C@@H]1CN([C@@H](C)CO)C(=O)c2c(c3ccccc3n2C)-c2ccccc2CO[C@@H]1CN(C)S(=O)(=O)c1ccc([N+](=O)[O-])cc1,nt,-0.4,0,nt,12,nt,2,nt
O=C(COC(=O)CNC(=O)c1ccccc1F)NCCNC(=O)COC(=O)CNC(=O)c1ccccc1F,-4,nt,-5,0,2,-5,-2,9
Cc1ccc(S(=O)(=O)N(C)C[C@H]2Oc3ncc(C#CC4(O)CCCC4)cc3C(=O)N([C@@H](C)CO)C[C@@H]2C)cc1,3,-0.7,0,4,11,0,0,0
CC(C)(C)C(=O)c1cn(CC(=O)O)c2ccccc12,nt,nt,0,nt,-11,-3,0,nt
CC(C)(C)CN1CCNC(=O)C1CC(=O)NCc1cccc(-n2cccn2)c1 (centres undefined),-5,-3.2,6,4,3,4,4,-6
O=C(Nn1c(C2CC2)nc2ccccc2c1=O)c1ccco1,-1,nt,nt,-3,nt,-4,nt,-8
Nc1cc(=O)[nH]c(SCC(=O)Nc2ccc(S(=O)(=O)N3CCCCC3)cc2)n1,nt,-5.3,-5,nt,-16,25,-1,nt
CC1(C)OC(=O)C2=C(CC(CCc3ccccc3)OC2c2ccccc2)O1 (centres undefined),-3,nt,6,1,-15,nt,0,-5
C[C@@H]1CN([C@H](C)CO)C(=O)Cc2cc(NC(=O)CCCCCC(=O)Nc3ccccc3N)ccc2O[C@H]1CN(C)Cc1ccc(Oc2ccccc2)cc1,0,12,2,1,28,9,-1,18
O=C(Nc1nc(-c2ccco2)c(-c2ccco2)s1)c1ccco1,2,nt,-1,-7,-26,7,22,9
CCCCS(=O)(=O)N1C2=NC(C(=O)OCC)=C(C(=O)OCC)C3N(Cc4ccc(Br)cc4)c4ccccc4[C@]23C[C@H]1C(=O)OC (some centres undefined),nt,-0.2,0,nt,-16,nt,2,nt
Cc1ccc(C(=O)Nc2ccc3cn[nH]c3c2)cc1S(=O)(=O)N1CCOCC1,nt,-0.8,-1,nt,-24,5,3,nt
CCNC(=O)[C@H]1[C@H](CO)[C@H]2Cn3c(ccc(/C=C/c4ccccc4)c3=O)[C@H]2N1C(C)=O,-15,-1.5,4,7,-2,-13,5,-5
Cc1ccc(S(=O)(=O)NCC(c2ccco2)N2CCc3ccccc32)cc1 (centres undefined),nt,-2.3,6,nt,-7,-3,4,nt
Cc1ccc(S(=O)(=O)N2CC[C@@H]3[C@H](CO)Nc4ccc(-c5ccc(C#N)cc5)cc4[C@@H]32)cc1,1,0.6,nt,2,nt,14,nt,-1
O=S1(=O)CCC(NC(=S)SCCOc2ccccc2)C1 (centres undefined),-10,nt,0,-8,-7,12,2,-1
C[C@@H]1CN([C@@H](C)CO)C(=O)c2cc(-c3ccc(F)cc3)cnc2O[C@H]1CN(C)C(=O)Cc1ccccc1,4,0.0,-7,-10,15,18,2,3

# The final six compounds of the part above lead into the next.
SMILES,PglD DTNB,E-selectin induc,ERp5 block,RAD54 inh,RAD52 inh,ARNT TACC3 PPI,CASP6 VEID inh,esBAF inh
Cc1ccc(C(=O)Nc2ccc3cn[nH]c3c2)cc1S(=O)(=O)N1CCOCC1,nt,-0.8,-1,nt,-24,5,3,nt
CCNC(=O)[C@H]1[C@H](CO)[C@H]2Cn3c(ccc(/C=C/c4ccccc4)c3=O)[C@H]2N1C(C)=O,-15,-1.5,4,7,-2,-13,5,-5
Cc1ccc(S(=O)(=O)NCC(c2ccco2)N2CCc3ccccc32)cc1 (centres undefined),nt,-2.3,6,nt,-7,-3,4,nt
Cc1ccc(S(=O)(=O)N2CC[C@@H]3[C@H](CO)Nc4ccc(-c5ccc(C#N)cc5)cc4[C@@H]32)cc1,1,0.6,nt,2,nt,14,nt,-1
O=S1(=O)CCC(NC(=S)SCCOc2ccccc2)C1 (centres undefined),-10,nt,0,-8,-7,12,2,-1
C[C@@H]1CN([C@@H](C)CO)C(=O)c2cc(-c3ccc(F)cc3)cnc2O[C@H]1CN(C)C(=O)Cc1ccccc1,4,0.0,-7,-10,15,18,2,3
COc1ccc(OC)c(CCNC(=O)CCc2nnc3ccc(N4CCCC4)nn23)c1,6,nt,-3,4,-3,7,1,-3
O=C(COC(=O)c1ccc(CO)cc1)c1ccc(S(=O)(=O)N2CCCCC2)cc1,-3,nt,-5,-18,4,3,-2,0
CCCc1nc2ccc(C)cn2c1Cc1ccccc1C(F)(F)F,2,1.3,12,-8,-3,nt,-2,-4
CCC(CC)C(=O)NCCCCc1ccccc1,-21,nt,nt,-2,nt,-1,nt,3
C[C@@H]1CCCCO[C@@H](CN(C)Cc2ccc3c(c2)OCO3)[C@H](C)CN([C@@H](C)CO)C(=O)c2cc(NC(=O)Nc3cccc4ccccc34)ccc2O1,3,0.1,nt,0,nt,8,nt,-4
CC(C)[C@H]1COC(NC2=N[C@@H](C(C)C)CO2)=N1,4,nt,-6,5,5,-1,-8,3
CC1c2ccccc2N(S(=O)(=O)c2ccccc2)C1C (centres undefined),-4,-0.1,5,0,-2,-5,-1,7
O=C(c1ccc(F)cc1)N1CCC(O)(c2cccnc2)CC1,-3,nt,nt,3,nt,-2,nt,-5
CCN(CC)c1ccc(NC(=S)NC(=O)c2cccs2)cc1,2,4.6,5,0,-11,18,-2,nt
CCCC(NC(=O)CCl)c1ccccc1 (centres undefined),nt,?,3,nt,1,9,3,-4
O=C(CCN1C(=O)C2C3C=CC(C3)C2C1=O)Nc1ccccn1 (centres undefined),-2,nt,4,-2,-7,-4,-2,-10
COc1cccc(CC2(CO)CCN(Cc3cnc(-c4cccc(C)c4)nc3)CC2)c1,nt,nt,2,nt,-25,6,2,nt
CC(C)C(NC(=O)c1ccco1)C(=O)NCc1ccc(C(=O)O)cc1 (centres undefined),-5,nt,4,-1,-15,-1,4,-4
CCCNC(=O)C[C@@H]1CC[C@@H]2[C@@H](COc3ccc(NC(=O)c4cc(F)cc(F)c4)cc3C(=O)N2C)O1,0,0.1,nt,-9,nt,-6,nt,-1
COc1ccc(NS(=O)(=O)c2ccc(C)c(C(=O)NCC(c3ccco3)N3CCCCC3)c2)cc1 (centres undefined),nt,-1.9,-3,nt,2,nt,-71,nt
Cn1cccc1C(=O)C(=O)Nc1ccc(F)c(F)c1,-6,1.4,0,6,-8,0,-3,46*
COc1ccc(CCNC(=O)CN(c2ccccc2)S(C)(=O)=O)cc1,nt,nt,1,nt,-24,-33,-2,nt
CCn1c(O)c(/C=C2\C=Nc3ccccc32)sc1=Nc1ccccc1,-6,nt,-4,10,-9,-6,-2,67*
Cc1ccc(O)c(C2=Nc3ccccc3N=C(c3cccc([N+](=O)[O-])c3)C2)c1,nt,nt,1,nt,-7,3,-1,nt
Cc1cc2nc(-c3cc(N4CCOCC4)ccc3[N+](=O)[O-])ccn2n1,2,0.7,2,4,-2,-6,-2,-1
CN(C)/C=C/C(=O)c1cnc(-c2ccccn2)s1,nt,-0.2,3,nt,-7,11,2,nt
CC(=O)c1c(N2CCOCC2)[nH]c(-c2ccccc2)nc1=S,3,-0.1,-6,-3,-17,-1,-1,-1
Cc1ccc(S(=O)(=O)Nc2ccc3c(c2)CC(=O)N([C@H](C)CO)C[C@@H](C)[C@H](CN(C)S(=O)(=O)c2ccc(Cl)cc2)O3)cc1,-1,0.5,nt,-4,nt,0,nt,-2
COc1ccccc1-c1nnc(C2CCN(S(=O)(=O)c3ccccc3[N+](=O)[O-])CC2)o1,-1,nt,1,3,-7,5,3,7
O=C(CCSc1nnc(-c2ccco2)o1)N1CCOCC1,-1,nt,0,1,-11,-9,-1,0
# Next section.
SMILES,PglD DTNB,E-selectin induc,ERp5 block,RAD54 inh,RAD52 inh,ARNT TACC3 PPI,CASP6 VEID inh,esBAF inh
CCOc1ccc2nc(N(CCN(CC)CC)C(=O)/C=C/c3cccs3)sc2c1,0,-0.1,-13,14,-5,-3,-2,-9
C[C@H](CO)N1C[C@H](C)[C@H](CN(C)C(=O)c2ccccc2)OCCCC[C@H](C)Oc2ccc(NC(=O)NC3CCCCC3)cc2C1=O,3,1.1,5,4,11,-3,-1,-1
COc1ccc(OC)c(CN2CCC(C(=O)N3CCN(c4ccccc4F)CC3)CC2)c1,0,0.0,-5,3,14,-1,-4,1
COC(=O)c1ccccc1NC(=S)NC(=O)c1ccc(C)cc1,nt,nt,3,nt,-6,-3,6,nt
CC(C)CCNC(=O)C(c1ccncc1)N(CC1CCCO1)C(=O)Cn1nnc(-c2ccc(F)cc2)n1 (centres undefined),nt,nt,-1,nt,-11,3,1,nt
CNC(=O)NC(=O)Cn1cnc2sc(-c3ccccc3)cc2c1=O,-4,nt,-1,5,-12,nt,-1,nt
CCCN(C)C[C@H]1OCCCC[C@@H](C)Oc2ccc(NC(=O)Cc3ccccc3)cc2C(=O)N([C@H](C)CO)C[C@H]1C,1,-0.1,1,8,25,8,0,-8
CN(c1ccc(F)cc1)S(=O)(=O)c1ccc(Cl)c(C(=O)NCC2(N3CCOCC3)CCCCC2)c1,0,-1.2,0,4,-35,nt,-3,2
C[C@H](CO)N1C[C@H](C)[C@@H](CN(C)S(=O)(=O)c2cccs2)OCCCC[C@H](C)Oc2ccc(NC(=O)Nc3ccc(C(F)(F)F)cc3)cc2C1=O,5,0.8,4,-1,-78,-9,1,1
CC(C)C(=O)Nc1c2c(nn1-c1ccc(F)cc1)CS(=O)(=O)C2,-4,nt,2,1,-6,36,-2,-9
